High-throughput results deposited in PubChem BioAssay by several laboratories.
HTR5A inv ag – inverse agonist of human HTR5A in OPRM1-OPRD1 counter-screen; P47898; HTR5A cell line, luminescence, inverse agonism; inhibition, % at 9.3 µM; 340,000 compounds, 0.083% hits; in the data active = inhibition mostly above about 23%, no sharp cut-off; inactive = mostly below about 18%;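 note: 0% = cells with DMSO and 100% = no-cell wells with DMSO; some compounds called inactive have numbers as strong as hits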
PvdQ inh – P. aeruginosa PvdQ acylase inhibition. purified PvdQ acylase, fluorescence plate reader. inhibition, % at 10 µM. 340,000 compounds, 0.063% hits. AID 488965; in the data active = inhibition above about 30%, passing the limit was not always enough;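 note: 0% = vehicle neutral wells and 100% = reference inhibitor wells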
V-ATPase pHluor – alters yeast V-ATPase proton transport. S. cerevisiae, pHLuorin cytosolic pH fluorescence. 350,000 compounds, 0.37% hits. AID 504577. response, % at 10 µM; in the data active = response mostly above about 7.3%, no sharp cut-off; inactive = mostly below about 5.4%; note: actives read high; inactives centre near 0; some compounds called inactive have numbers as strong as hits; reference of the scale not given here
SR-BI HDL uptake – inhibitors of mouse SR-BI mediated HDL lipid uptake; Q61009; ldlA[mSR-BI] CHO cells, DiI-HDL uptake fluorescence, 3 h; inhibition, % at 12.5 µM; 320,000 compounds, 0.96% hits;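 active = mean replicate inhibition of at least 70% and a set share of replicates each scoring 70 or more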;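 note: 0% = median of neutral control wells and 100% = median of positive control wells; values of inactives mirror those of a sister screen read the other way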
Target sequence (Q61009 whole entry, looked up): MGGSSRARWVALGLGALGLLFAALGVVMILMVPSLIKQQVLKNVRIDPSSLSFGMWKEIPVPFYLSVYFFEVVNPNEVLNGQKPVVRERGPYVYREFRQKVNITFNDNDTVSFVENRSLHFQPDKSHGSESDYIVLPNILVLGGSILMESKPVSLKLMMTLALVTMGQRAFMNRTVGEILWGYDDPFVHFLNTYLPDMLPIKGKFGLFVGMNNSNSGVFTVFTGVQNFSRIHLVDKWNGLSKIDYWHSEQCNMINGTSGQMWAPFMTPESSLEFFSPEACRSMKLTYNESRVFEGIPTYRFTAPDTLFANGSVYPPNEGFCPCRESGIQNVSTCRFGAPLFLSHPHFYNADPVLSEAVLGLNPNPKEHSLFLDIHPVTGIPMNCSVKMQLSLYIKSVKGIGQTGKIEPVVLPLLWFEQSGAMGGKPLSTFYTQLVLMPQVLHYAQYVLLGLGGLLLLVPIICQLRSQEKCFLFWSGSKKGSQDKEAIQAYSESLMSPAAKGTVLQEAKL
MITF act – MITF TRPM1 promoter activation in melanoma cells; SK-MEL-5 TRPM1-promoter luciferase, 24 h; % of positive control, neutral wells = 0; activation, % at 12.5 µM; 300,000 compounds, 0.75% hits; AID 588334;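 active = mean activation of at least 80% with every replicate also reaching 80%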;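 note: 0% = neutral control wells and 100% = parthenolide positive control wells; values of inactives mirror those of a sister screen read the other way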
Wnt bcat act – activates Wnt/beta-catenin signaling in a reporter cell assay | activation, % at 9.35 µM | activator, plate reader | 300,000 compounds, 1.2% hits; in the data active = activation above about 30%, passing the limit was not always enough;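 note: 0% = neutral control wells and 100% = positive control wells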
dFosB act – activators of mouse delta FosB homodimer; P13346; purified delta FosB, TAMRA-CDK5 oligo fluorescence polarization; percent of positive-control signal above neutral wells; activation, % at 25 µM; 340,000 compounds, 0.99% hits;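 active = mean activation above about 17%, with every replicate also reaching it, limit read from the data, passing the limit was not always enough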;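 note: fluorescence polarization rise as delta FosB binds a TAMRA Cdk5 AP-1 oligo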
Target sequence (P13346 whole entry, looked up): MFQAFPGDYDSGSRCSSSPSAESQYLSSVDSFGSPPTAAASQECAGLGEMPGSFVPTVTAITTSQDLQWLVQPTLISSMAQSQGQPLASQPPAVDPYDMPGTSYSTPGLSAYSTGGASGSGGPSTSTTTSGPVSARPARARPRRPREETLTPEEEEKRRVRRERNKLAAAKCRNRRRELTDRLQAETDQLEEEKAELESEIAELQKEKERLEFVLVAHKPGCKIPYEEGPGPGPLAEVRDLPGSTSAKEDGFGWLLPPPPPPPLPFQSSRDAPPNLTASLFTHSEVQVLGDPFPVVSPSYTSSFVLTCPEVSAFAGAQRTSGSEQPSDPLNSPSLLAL
HTR5A ag ctr – HTR5A agonism, opioid heterodimer counter-screen; P47898; HTR5A agonist assay, luminescence, cell-based; activation, % at 9.3 µM; 340,000 compounds, 0.61% hits; AID 504692; in the data active = activation mostly above about 9.5%, no sharp cut-off; inactive = mostly below about 7.6%;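 note: 0% = cells with vehicle only and 100% = reference agonist; strong numbers were not always called active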
CDK5 inh – inhibitors of human CDK5/p35 kinase. Q00535+Q15078. Recombinant CDK5/p35, ADP-Glo luminescence, 60 min. inhibition, % at 10 µM. 330,000 compounds, 0.01% hits;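 active = highest replicate inhibition of at least 50% and at least 75% of replicates reaching 50%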;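 note: plate controls were DMSO neutral control for no effect and GW8510 at 10 µM for full effect; many of its hits are not listed in these tables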
NSD2 inh – NSD2 (human) methyltransferase inhibition. inhibition, % at 12.5 µM. 310,000 compounds, 0.54% hits. NSD2 peptide methylation, AlphaScreen, 120 min; in the data active = inhibition above about 50%
Numbers without * were called inactive; · = no result given. No enrichment for hits; 5% or so of the library scored in one or more.

item | Compound | PvdQ inh | HTR5A inv ag | NSD2 inh | CDK5 inh | V-ATPase pHluor | SR-BI HDL uptake | HTR5A ag ctr | dFosB act | Wnt bcat act | MITF act
1 | COc1ccc(C(=S)N2CCCC2)cc1 | 11 | 11 | -2 | 1.4 | -3 | 9 | 2 | 0 | -1 | ·
2 | CC(=O)Nc1ccc(S(=O)(=O)Oc2ccc(N3C(=O)C4CCCCC4C3=O)cc2)cc1 (centres undefined) | -15 | 12 | 2 | 1.8 | 0 | -36 | -5 | -11 | -9 | -11
3 | CCOc1ccc(CNc2ccc(S(N)(=O)=O)cc2)cc1 | 8 | -12 | -1 | -1.0 | -1 | 11 | 4 | 3 | 1 | -5
4 | O=C(OCC(=O)C12CC3CC(CC(C3)C1)C2)c1ccccc1O | 12 | 0 | · | -0.8 | 4 | -3 | 0 | 3 | 0 | 25
5 | CC(C)C(=O)Nc1ccc(NC(=S)NC(=O)c2ccccc2F)cc1 | -5 | 27 | -5 | 4.0 | 1 | 38 | 0 | 1 | 0 | 23
6 | COc1ccccc1N1CCN(c2ccnc3cc(Cl)ccc23)CC1 | -14 | -7 | 7 | -1.4 | -1 | · | 3 | -9 | -9 | -20
7 | CCn1c(CSc2nc(C)cc(C)n2)nnc1SCC(N)=O | -7 | 7 | -3 | 0.3 | 0 | -17 | -3 | -3 | -20 | 0
8 | Nc1nsnc1C(=O)NCCO | 12 | 21 | -4 | 0.6 | -5 | -14 | -8 | 2 | -1 | 1
9 | COc1ccccc1N(C)S(=O)(=O)c1ccc(Cl)c(C(=O)NCc2ccco2)c1 | -9 | 7 | 0 | -1.4 | -3 | 4 | -2 | -7 | 1 | -16
10 | O=C(O)CC(Cc1ccccc1)C(=O)NCC12CC3CC(CC(C3)C1)C2 (centres undefined) | 13 | -15 | -3 | 0.4 | 0 | -11 | 6 | 5 | -1 | 1
11 | S=C(Nc1cccc(Cl)c1)NC1CC2CCCC(C1)N2C1CCCC1 (centres undefined) | -10 | -2 | 3 | -0.5 | -1 | -8 | 1 | -8 | 0 | 11
12 | O=c1c2[nH]c3ccc(F)cc3c2ncn1CCCn1ccnc1 | -14 | -7 | 1 | 1.0 | 1 | -5 | 0 | -4 | · | -18
13 | CCc1nnc(NC(=O)CSc2nc3ccccc3s2)s1 | 22 | -17 | -3 | -0.1 | 3 | 0 | 0 | -8 | -5 | -6
14 | NC(=NC(=O)c1ccccc1)C1=C(O)CCC1=O | -16 | -51 | -13 | 2.0 | 0 | 4 | 9 | -13 | · | 2
15 | O=C(Nc1ccc(Cl)cc1)c1cccc(N2C(=O)C3C4CCC(C4)C3C2=O)c1 (centres undefined) | 9 | -3 | -1 | 2.1 | -2 | 13 | 1 | -3 | · | 3
16 | CCOC(=S)N/C(=N\S(C)(=O)=O)c1ccccc1 | 0 | 1 | 2 | 0.2 | 1 | -6 | 0 | 7 | 2 | 2
17 | CCSc1nnc(NC(=O)c2ccccc2C)s1 | 5 | 13 | -2 | -0.3 | -1 | 5 | -5 | -9 | 8 | 45
18 | CC(C)NC(=O)NC(=O)COC(=O)CCCSc1nc2ccccc2s1 | -15 | 9 | · | -0.5 | -1 | 6 | -3 | 2 | -1 | -3
19 | COc1ccc(C(c2nnnn2Cc2ccc(F)cc2)N2CCN(c3ccc(OC)cc3)CC2)cc1 (centres undefined) | -15 | -10 | -1 | 1.8 | 1 | 24 | -2 | -7 | · | 7
20 | O=C(Nc1ccccc1)Nc1nnc(/C=C/c2ccccc2Cl)s1 | -10 | 6 | -2 | 0.0 | 4 | -35 | 10 | 0 | · | 14
21 | O=C(CN1CCN(Cc2ccc(F)cc2Cl)C1=O)NCCc1ccc(Cl)cc1 | -3 | -24 | -7 | 1.5 | 5 | 34 | 4 | -5 | -8 | -12
22 | Cc1ccc2cc(C3CC(c4ccco4)=NN3C(=O)CCCC(=O)O)c(Cl)nc2c1 (centres undefined) | -4 | -21 | · | -3.6 | 3 | · | 6 | -4 | 3 | -4
23 | Cn1c(=O)[nH]c(=O)c2c1nc1n2CCN1Cc1ccccc1 | -9 | · | 1 | -0.2 | 3 | -22 | · | -2 | · | -7
24 | CC(NS(=O)(=O)c1c(N)n(C)c(=O)n(C)c1=O)c1ccccc1 (centres undefined) | 3 | 22 | 0 | 1.4 | 0 | -14 | -9 | -1 | 0 | 8

Reprinted from the part before: 2 compounds, followed by the next part.
item | Compound | PvdQ inh | HTR5A inv ag | NSD2 inh | CDK5 inh | V-ATPase pHluor | SR-BI HDL uptake | HTR5A ag ctr | dFosB act | Wnt bcat act | MITF act
23 | Cn1c(=O)[nH]c(=O)c2c1nc1n2CCN1Cc1ccccc1 | -9 | · | 1 | -0.2 | 3 | -22 | · | -2 | · | -7
24 | CC(NS(=O)(=O)c1c(N)n(C)c(=O)n(C)c1=O)c1ccccc1 (centres undefined) | 3 | 22 | 0 | 1.4 | 0 | -14 | -9 | -1 | 0 | 8
25 | Cc1c(NC(=O)c2ccc(NC(=O)C3CC3)cc2)cccc1C(=O)O | 0 | -10 | -1 | -0.4 | 0 | -19 | 3 | -3 | -1 | -4
26 | O=C(CN1C(=O)NC(Cc2ccccc2)(Cc2ccccc2)C1=O)NCC1CCCCC1 | -13 | -11 | -3 | -0.3 | 0 | -10 | 5 | -6 | -2 | 0
27 | Cc1nn(C(C)C(=O)NCc2ccco2)c(=O)c2nn(-c3ccccc3)c(C)c12 (centres undefined) | -9 | 20 | 1 | · | 3 | -3 | -5 | -8 | -1 | -6
28 | COc1cccc(CN2CC(C(=O)NCCSc3nnnn3C)CCC2=O)c1 (centres undefined) | -17 | 0 | -1 | -4.1 | -2 | -12 | 0 | 1 | 0 | -2
29 | c1ccc2c(c1)-c1nc3ccccc3cc1C2N1CCOCC1 (centres undefined) | -6 | 3 | 0 | 1.5 | 0 | -4 | -1 | -24 | 26 | 1
30 | CN(Cc1ccccc1)c1nc2c(c(=O)[nH]c(=O)n2C)n1Cc1ccccc1Cl | -6 | 15 | -2 | 0.0 | -1 | 5 | -6 | -8 | -7 | 10
31 | CCCCNC(=O)NS(=O)(=O)c1ccc(NC(=O)C(NC(N)=O)C(C)CC)cc1 (centres undefined) | -3 | -10 | -2 | 0.8 | -6 | -17 | 4 | 8 | 1 | -19
32 | COc1ccccc1CC(NC(C)=O)C(=O)N1CCN(C(=O)c2cccs2)CC1 (centres undefined) | -10 | 10 | -2 | 3.9 | -2 | -9 | -2 | -1 | · | ·
33 | COc1ccc(S(=O)(=O)N2CCC(C(=O)Oc3ccc(C)cc3)CC2)cc1OC | -1 | -1 | -1 | -3.8 | 5 | 5 | 0 | -4 | 0 | -2
34 | CCC(=O)Nc1cccc(C2=NOC3(C2)C[C@@H](C(N)=O)N(C(=O)CC)C3)c1 (some centres undefined) | 0 | -14 | · | -1.0 | -1 | -9 | 5 | 9 | -3 | 15
35 | COc1ccc(OC)c(NC(=O)CSc2nc(N)c(-c3ccccc3)c(=O)[nH]2)c1 | 1 | 4 | 16 | 0.0 | 4 | -17 | -6 | 5 | · | -7
36 | CCOC(=O)N1CCN(S(=O)(=O)c2ccc(C(=O)Nc3nnc(CSC)o3)cc2)CC1 | -11 | -32 | -2 | 0.9 | 0 | 14 | 3 | -16 | · | -2

3 entries already listed, arranged by their value in SR-BI HDL uptake, high to low:
entry	SMILES	PvdQ inh	NSD2 inh	CDK5 inh	V-ATPase pHluor	SR-BI HDL uptake	dFosB act	Wnt bcat act	MITF act
21	O=C(CN1CCN(Cc2ccc(F)cc2Cl)C1=O)NCCc1ccc(Cl)cc1	-3	-7	1.5	5	34	-5	-8	-12
15	O=C(Nc1ccc(Cl)cc1)c1cccc(N2C(=O)C3C4CCC(C4)C3C2=O)c1 (centres undefined)	9	-1	2.1	-2	13	-3	·	3
26	O=C(CN1C(=O)NC(Cc2ccccc2)(Cc2ccccc2)C1=O)NCC1CCCCC1	-13	-3	-0.3	0	-10	-6	-2	0

Later entries:
item | Compound | PvdQ inh | HTR5A inv ag | NSD2 inh | CDK5 inh | V-ATPase pHluor | SR-BI HDL uptake | HTR5A ag ctr | dFosB act | Wnt bcat act | MITF act
37 | O=C(c1ccc(F)cc1)N1C2CCC1CC(O)(c1ccc(F)cc1)C2 (centres undefined) | -6 | -48 | 0 | · | 0 | -18 | 0 | -9 | -1 | 5
38 | O=C(c1cc2cc(Cl)ccc2[nH]1)N1CCCCC1 | 8 | -16 | 6 | 1.9 | -2 | -3 | 3 | 1 | 3 | ·
39 | COc1cc2oc(=O)cc(C)c2c(OC)c1OC | 5 | 6 | -2 | 2.3 | -7 | -7 | -2 | -12 | 1 | -1
40 | COc1cc(/C=N/Nc2nc3ccccc3[nH]c2=O)ccc1O | 3 | 10 | 0 | 1.2 | 2 | -28 | -4 | -9 | -5 | 1
41 | Cc1cc(NC(=O)CCC(=O)N(Cc2ccco2)C(C(=O)NC2CCCCC2)c2ccccc2)no1 (centres undefined) | -10 | -4 | 1 | 0.6 | -1 | -3 | -8 | -23 | · | -5
42 | CCCC(=O)Nc1ccc(NC(=O)c2cccc(OC)c2)cn1 | 5 | -12 | -4 | 0.9 | -2 | 23 | 3 | 1 | 0 | ·
43 | CCc1nnc(NS(=O)(=O)c2ccc(N/C=C\C(=O)c3ccc(C)cc3)cc2)s1 | -6 | 5 | 4 | 1.3 | -2 | 16 | 1 | 9 | · | 6
44 | COCCSc1nc2c(c(=O)[nH]c(=O)n2C)n1CCCc1ccccc1 | 2 | 4 | -1 | 0.1 | 4 | 12 | -1 | 0 | 4 | ·
45 | CC(C)(C)OC(=O)N1CCC[C@H]1c1nnc(SC/C=C/c2ccccc2)o1 | 6 | 4 | -4 | -0.1 | 2 | 19 | 1 | -13 | 0 | -7
46 | COc1cccc2sc(N(CCCN(C)C)C(=O)COc3ccc(Cl)cc3)nc12 | -12 | 1 | 0 | 0.2 | 1 | -12 | 0 | -44 | 0 | -9
47 | O=C(Nc1nccs1)c1ccc(COc2c(F)c(F)cc(F)c2F)o1 | -13 | -2 | 5 | -0.6 | -4 | 3 | 1 | 15 | -1 | 18
48 | O=C(Nc1ccc2oc(=O)ccc2c1)c1cccnc1 | 3 | 6 | 0 | -1.8 | 0 | -11 | 1 | -4 | · | ·
49 | CCOP(=O)(OCC)c1nc(-c2cccc3ccccc23)oc1NCc1ccc(OC)cc1 | -17 | -2 | 10 | 0.3 | 2 | 17 | 1 | -11 | -1 | -3
50 | N#Cc1ccc(C(=O)OCC(=O)NC2CCCC2)cc1 | 8 | 12 | -3 | 0.6 | -6 | -17 | -3 | -6 | 2 | 7
51 | N#Cc1c2n(c3c(=O)n(CC(=O)c4ccc([N+](=O)[O-])cc4)cnc13)CCCCC2 | -4 | -22 | -1 | -0.2 | 3 | 22 | 0 | 2 | -2 | -10
52 | CN(CC(=O)Nc1cccc(F)c1)C(=O)c1ccccc1-n1cnnn1 | 11 | 14 | -2 | 0.4 | 1 | -6 | -5 | -8 | -4 | 1
53 | Oc1ccccc1/C=N/NC1=NCCCCC1 | -11 | -11 | 0 | 1.2 | 1 | -8 | 3 | -3 | · | 68
54 | COc1cccc2c(SCC(=O)N/N=C/c3ccc(O)c(O)c3)cc(C)nc12 | -5 | · | 132* | -0.3 | -1 | 2 | · | -1 | 0 | 7

Some values from above.
no. 51 in MITF act shows -10
no. 54 in V-ATPase pHluor shows -1

Records listed above marked active in NSD2 inh:
| # | molecule | PvdQ inh | NSD2 inh | CDK5 inh | V-ATPase pHluor | SR-BI HDL uptake | dFosB act | Wnt bcat act | MITF act |
| --- | --- | --- | --- | --- | --- | --- | --- | --- | --- |
| 54 | COc1cccc2c(SCC(=O)N/N=C/c3ccc(O)c(O)c3)cc(C)nc12 | -5 | 132* | -0.3 | -1 | 2 | -1 | 0 | 7 |
